GLD-1 RNA inh: GLD-1-TGE RNA interaction inhibition (C. elegans); purified GLD-1 + fluorescein TGE RNA, fluorescence polarization; 320,000 tested, 0.44% active; inhibition, % at 5.96 µM; AID 2280;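 active = percent inhibition above a per-plate cutoff, the plate mean of test compounds plus 3 SD, cut at about 30% in these data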;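 also: 0% = DMSO wells with GLD-1 and probe and 100% = wells lacking GLD-1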
Bcl-xL primary: inhibitors of human Bcl-xL | GST-Bcl-xL / FITC-Bim BH3 peptide fluorescence polarization | inhibition, % at 10.9 µM | 320,000 tested, 0.7% active;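 active = inhibition above the mean of all tested compounds plus 3 SD, cutoff set per campaign, cut at about 30% in these data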;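 also: 0% = DMSO wells and 100% = unlabeled Bim-BH3 peptide competitor; inhibitors lower millipolarization by displacing the labeled peptide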
Target sequence (Q07817 whole entry, looked up): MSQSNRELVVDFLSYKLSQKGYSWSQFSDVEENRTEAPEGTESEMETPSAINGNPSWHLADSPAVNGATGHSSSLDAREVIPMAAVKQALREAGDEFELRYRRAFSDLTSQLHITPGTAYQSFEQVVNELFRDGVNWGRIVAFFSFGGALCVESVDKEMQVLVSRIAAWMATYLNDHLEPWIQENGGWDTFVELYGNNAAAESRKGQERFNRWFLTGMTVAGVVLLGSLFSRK
MEX-5 binding: C. elegans MEX-5 TCR-2 RNA binding activity; MEX-5/FITC-TCR2 RNA binding, fluorescence polarization; active compounds read low; activity score (negative = inhibition of binding), % at 10 µM; Q9XUB2; 300,000 tested, 0.38% active;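 active = inhibition past about -25% in most replicates, and total fluorescence under double the plate's negative control median, limit read from the data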;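 also: 0% = DMSO and -100% = 5 µM competing unlabeled TCR2 RNA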
Target sequence (Q9XUB2 whole entry, looked up): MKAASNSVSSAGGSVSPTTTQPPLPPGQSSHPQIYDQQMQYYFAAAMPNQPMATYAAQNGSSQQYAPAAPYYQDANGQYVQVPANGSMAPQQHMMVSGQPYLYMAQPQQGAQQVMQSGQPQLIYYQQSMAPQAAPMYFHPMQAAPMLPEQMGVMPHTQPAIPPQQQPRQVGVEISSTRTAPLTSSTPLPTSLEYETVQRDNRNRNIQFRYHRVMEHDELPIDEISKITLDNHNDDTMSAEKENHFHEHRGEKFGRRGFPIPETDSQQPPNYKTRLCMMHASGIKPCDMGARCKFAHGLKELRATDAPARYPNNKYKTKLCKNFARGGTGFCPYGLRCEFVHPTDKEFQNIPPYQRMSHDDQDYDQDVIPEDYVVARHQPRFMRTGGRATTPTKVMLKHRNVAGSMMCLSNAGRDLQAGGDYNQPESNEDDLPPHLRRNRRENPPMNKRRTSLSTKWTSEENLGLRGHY
MCL1-BIM inh: disrupts human MCL1 binding to BIM-BH3 peptide; GST-MCL1 / FITC-Bim-BH3 fluorescence polarization; 320,000 tested, 0.68% active; AID 2057; inhibition, % at 10.9 µM; Q07820;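 active = inhibition above the mean inhibition of all tested compounds plus 3 SD, set per campaign, cut at about 40% in these data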;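 also: 0% = DMSO wells and 100% = unlabeled Bim-BH3 peptide control; higher means more loss of mP so more displacement of Bim peptide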
Target sequence (Q07820 whole entry, looked up): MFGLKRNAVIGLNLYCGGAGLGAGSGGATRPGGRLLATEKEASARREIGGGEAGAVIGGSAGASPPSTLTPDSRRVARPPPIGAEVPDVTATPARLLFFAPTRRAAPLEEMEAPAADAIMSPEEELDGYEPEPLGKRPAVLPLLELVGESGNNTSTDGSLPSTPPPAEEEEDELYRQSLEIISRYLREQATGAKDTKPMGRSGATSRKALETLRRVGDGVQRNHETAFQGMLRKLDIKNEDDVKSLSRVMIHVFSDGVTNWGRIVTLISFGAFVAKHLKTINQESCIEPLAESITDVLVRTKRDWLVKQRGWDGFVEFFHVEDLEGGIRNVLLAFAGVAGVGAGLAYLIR
Yeast superoxide: caloric restriction mimetics inhibiting age-related superoxide in yeast; 330,000 tested, 0.18% active; superoxide response (% of plate mean), % at 10 µM; S. cerevisiae aged cells, superoxide DHE fluorescence; active compounds read low; AID 2690;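 active = superoxide response under a set limit, about three screen SD below normal, cut at about 65% in these data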;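 also: yeast aged for seven days with compound at 30 °C before DHE staining; 100% = average MFI of all compound-treated wells on the plate with controls excluded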
Fam108B inh: counter-screen for RBBP9 inhibitors: inhibitors of mouse Fam108B; recombinant Fam108B, FP-Rh probe fluorescence polarization; inhibition, % at 9.51 µM; AID 1947; 300,000 tested, 0.33% active;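 active = inhibition above the screen mean inhibition plus 3 SD, computed separately per campaign, cut at about 18% in these data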;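 also: inhibitors lower polarization as less probe binds the enzyme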
ZTA DNA inh: ZTA (EBV) inhibition in EBNA-1 counter-screen. P03206. ZTA-DNA binding, fluorescence polarization. inhibition, % at 11 µM. 320,000 tested, 0.15% active; in the data active = inhibition above about 33%
EBNA-1 inh: blocks EBNA-1 binding to DNA; AID 1950; 300,000 tested, 0.34% active; inhibition, % at 14.8 µM; EBNA-1 DNA binding, fluorescence polarization; in the data active = inhibition above about 28%
Efflux pump mplx: inhibitors of Candida antifungal efflux pumps expressed in yeast; 330,000 tested, 0.44% active; S. cerevisiae Candida pump triplex, Nile Red efflux; inhibition, % at 10 µM;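 active = plate passing quality check with inhibition over a set limit, or well fluorescence over plate mean plus 4 SD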;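 also: Nile Red retained in pooled yeast measured as flow cytometry median fluorescence; 0% = buffer negative control and 100% = Enniatin B positive control; higher means more Nile Red kept so more efflux inhibition; some compounds called inactive have numbers as strong as hits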
* marks the source's active call; other numbers are inactive results; · = no result given.

SMILES	GLD-1 RNA inh	Bcl-xL primary	MEX-5 binding	MCL1-BIM inh	Yeast superoxide	Fam108B inh	ZTA DNA inh	EBNA-1 inh	Efflux pump mplx
CC(C)(C)c1ccc(S(=O)(=O)N2CCN(CCC#N)CC2)cc1	-3	-2	1.5	-4	107	2	4	-5	0.1
O=C(O)CC/C(=N/Nc1ccc([N+](=O)[O-])cc1)C(=O)O	-7	-9	2.4	-11	78	0	3	-4	0.0
CC(C)NC(=O)CN1CCC(O)(c2ccccc2)CC1	5	-1	-2.9	1	76	0	1	3	-0.1
CCOc1cc2[nH]c(=O)n(CCCC(=O)N(C)Cc3ccccc3)c(=O)c2cc1OCC	10	5	1.1	3	98	0	1	3	0.1
CSc1ccc(CCNC(=O)C2CCCN(c3ncnc4c3nc3n4CCCCC3)C2)cc1 (stereo not drawn)	0	0	0.1	-3	89	-1	0	-3	0.3
COc1cccc(NC(=O)CN2C(=O)C(c3ccc(C)cc3)=NC23CCCCCC3)c1	0	5	0.9	6	101	2	2	2	-0.3
COc1ccccc1-c1sc2ccccc2c1-c1ccc(Br)nc1	2	1	·	5	117	·	-6	·	-0.3
COc1ccc(C(=O)NCCc2ccc(C(F)(F)F)cc2)cc1S(=O)(=O)N1CCOCC1	0	4	·	0	94	·	-3	·	-0.1
O=C1/C(=C/c2ccc([N+](=O)[O-])cc2)CCc2ccccc21	-4	-2	1.1	3	86	5	1	9	0.0
COc1ccccc1CN1CC(C(=O)NCc2cccc(C)n2)CCC1=O (stereo not drawn)	3	4	·	3	110	3	-5	3	0.0
COc1ccc(OC)c(CCNC(=O)CCC(=O)N2CCOc3ccc(C)cc32)c1	-10	7	0.1	1	90	3	-2	0	-0.2
C/C(=N\NC(=O)C1=NNC(=O)C1C)c1cccs1 (stereo not drawn)	4	-4	-1.7	-14	81	-6	-29	2	0.1
Cc1ccc(NC(=O)Nc2ccccc2C(N)=O)cc1	-10	0	0.8	-5	96	-1	-3	-3	0.0
O=C(c1cccs1)N1CCC2(O)CCCCC2C1c1ccc(F)cc1 (stereo not drawn)	-1	6	0.1	9	95	2	-19	5	0.0
CCN(CC)c1ccc(NC(=O)c2cnc3ccccn3c2=O)c(C)c1	2	1	-6.2	-1	108	2	-10	4	0.1
OC(COc1ccc(Cl)c2ccccc12)CN1CCN(c2ccccn2)CC1 (stereo not drawn)	2	11	-1.0	11	90	4	-8	10	0.0
Cc1cc(C)n(CCN(C)c2nc3nonc3nc2NC2CC2)n1	5	4	0.4	9	89	-1	9	-2	0.0
CCOC(=O)c1c(NC(=O)c2ccoc2C)sc(C)c1C	5	8	-3.5	8	88	-3	4	0	-0.1
CCOc1cccc(OCCOCCN2CCCC2)c1	1	1	-0.6	-1	105	2	-1	0	0.0
CCCC(C)NC(=O)CN1C(=O)c2cccc3cccc1c23 (stereo not drawn)	-2	3	0.0	7	91	-3	5	8	-0.1
CC(C)c1ccccc1NC(=O)CNCCOc1ccccc1F	9	9	1.7	7	104	-1	-3	-12	-0.1
N#Cc1nc(-c2ccc(OCc3ccccc3)cc2)oc1NCCCn1ccnc1	8	4	-0.5	1	100	6	3	7	-0.1
Cc1c(NC(=O)OCCSc2nc(N(C)C)nc(N(C)C)n2)sc(=S)n1C	3	5	2.5	9	92	4	-3	-1	0.1
CCN(Cc1ccccc1)C1CCN(Cc2ccccc2)CC1	3	6	2.8	7	102	-1	-1	6	0.0
COC(=O)C1CCN(C(=O)CSc2nnc(-c3ccncc3)o2)CC1	-2	8	-0.9	3	96	3	9	13	-0.1
COCCN(CCOC)S(=O)(=O)c1ccc(C(=O)Nc2nc(-c3ccncc3)cs2)cc1	-1	5	·	1	100	-4	10	10	-0.1
CC1CCCN(C(=O)COC(=O)Cc2c[nH]c3ccccc23)C1 (stereo not drawn)	-2	7	·	21	104	·	-3	·	-0.2
Cc1ccc(C(=O)N/N=C\c2ccc(-c3ccc(Cl)cc3)o2)cn1	-1	2	-1.8	-3	83	-7	5	7	-0.1
Clc1ccc(CSc2nc3ccncc3[nH]2)cc1	4	5	1.4	5	87	0	14	8	0.1
Cc1ccc(S(=O)(=O)Nc2ccc(C(=O)NC3CC3)cc2)cc1	-1	0	-2.0	7	90	2	2	6	-0.1
NC(=O)c1ccccc1NC(=S)NC(=O)c1ccc(Br)o1	0	-3	2.4	14	99	2	-7	-2	-0.2
COc1cc(OC)nc(NC(=S)NC(=O)c2ccccc2)n1	-5	4	-4.1	4	102	-11	1	-1	0.0
CCOC(=O)N1CCN(C(=O)c2ccc(Cn3c(=S)[nH]c4ccc(Br)cc4c3=O)cc2)CC1	2	3	0.7	6	96	-3	16	6	-0.1
O=C(NCc1ccc2c(c1)OCO2)c1ccc2c(c1)S(=O)(=O)c1ccccc1C2=O	13	4	-1.5	-1	103	7	11	-2	-0.1
Cc1cccnc1NC(=O)CCCc1c[nH]c2ccccc12	7	1	3.1	-2	95	3	8	-2	0.7
CC(=O)Oc1ccc(/C=N/NC(=O)c2ccc(N(C)S(=O)(=O)c3ccccc3)cc2)cc1	11	4	1.4	-1	102	1	-18	-11	0.0
NC(=O)CC(NC(=O)c1cccc(Br)c1)c1ccc(NC2CCCCCCCCCCC2)c([N+](=O)[O-])c1 (stereo not drawn)	-4	6	-2.4	0	105	-3	2	10	0.0
CC(Oc1ccc(Cl)cc1)C(=O)N/N=C/c1ccsc1 (stereo not drawn)	10	3	1.5	11	100	1	6	-2	0.0
CCCCOc1ccc(C2NC(=O)NC(C)=C2C(C)=O)cc1OCC (stereo not drawn)	10	4	-0.4	2	110	10	-20	-3	0.1
CCOC(=O)[C@H]1[C@H]2COc3ccc(Cl)cc3[C@@H]2N2C(=O)c3cc(Br)ccc3NC(=O)[C@@]12C	3	-2	·	2	·	-32	-25	-6	·

Complete entries, looked up by structure.
CC1CCCN(C(=O)COC(=O)Cc2c[nH]c3ccccc23)C1 (stereo not drawn) across the screens: GLD-1 RNA inh: -2; Bcl-xL primary: 7; MEX-5 binding: ·; MCL1-BIM inh: 21; Yeast superoxide: 104; Fam108B inh: ·; ZTA DNA inh: -3; EBNA-1 inh: ·; Efflux pump mplx: -0.2
COc1ccccc1CN1CC(C(=O)NCc2cccc(C)n2)CCC1=O (stereo not drawn) across the screens: GLD-1 RNA inh: 3; Bcl-xL primary: 4; MEX-5 binding: ·; MCL1-BIM inh: 3; Yeast superoxide: 110; Fam108B inh: 3; ZTA DNA inh: -5; EBNA-1 inh: 3; Efflux pump mplx: 0.0
Cc1cccnc1NC(=O)CCCc1c[nH]c2ccccc12 across the screens: GLD-1 RNA inh: 7; Bcl-xL primary: 1; MEX-5 binding: 3.1; MCL1-BIM inh: -2; Yeast superoxide: 95; Fam108B inh: 3; ZTA DNA inh: 8; EBNA-1 inh: -2; Efflux pump mplx: 0.7

Remaining list, next part:
SMILES	GLD-1 RNA inh	Bcl-xL primary	MEX-5 binding	MCL1-BIM inh	Yeast superoxide	Fam108B inh	ZTA DNA inh	EBNA-1 inh	Efflux pump mplx
NCCCC[C@H]1CNC(=S)N1CCCCC1CCCCC1	7	2	2.0	2	103	-2	8	4	-0.1
C=CCNC(=O)c1cnn(-c2ccccc2)c1-c1ccccc1	4	2	-0.4	2	79	10	-22	-5	-0.2
COCCOc1cc2ncnc(N3CCC(C(=O)O)CC3)c2cc1OCCOC	-8	0	0.6	0	112	4	1	8	-0.1
O=C(OCc1nnn(Cc2ccccc2)c1-c1c(COC(=O)c2ccccc2)nnn1Cc1ccccc1)c1ccccc1	3	-1	·	-3	92	0	16	-5	-0.1
COc1cccc(-c2nc(N3CCN(c4ccccc4)CC3)c3ccccc3n2)c1O	2	4	-0.1	5	86	-5	6	1	0.3
Cc1ccc(C)c(CN2C(=O)C3(OCCCO3)c3ccccc32)c1	3	6	-0.9	1	74	3	5	6	-0.1
CCS(=O)(=O)n1nc(-c2ccccc2)cc1N	0	2	-2.5	2	104	-1	7	8	-0.2
Cc1cccc(-n2cc(CNCCN3CCOC3=O)c(-c3cccc(F)c3)n2)c1	2	6	0.6	5	94	-3	11	11	-0.3
N[C@@H](C(=O)N[C@@H]1C(=O)N2C(C(=O)O)=C(Cl)CS[C@H]12)c1ccccc1	8	24	-5.4	27	101	3	13	5	0.0
CC(C)CCOc1ccc(C2=NNC(=O)CC2)cc1	0	5	2.0	8	107	3	3	-2	0.0
O=C(/C=C/c1ccco1)NCC1OCCc2ccccc21 (stereo not drawn)	2	13	-5.0	22	95	0	-1	5	0.2
COc1ccc(S(=O)(=O)N2CCOC2CNC(=O)C(=O)NCCN2CCOCC2)cc1OC (stereo not drawn)	-5	1	1.5	7	104	6	1	6	0.0
COc1ccc(OC)c(NC(=O)CCN2C(=O)c3cccc([N+](=O)[O-])c3C2=O)c1	3	5	-0.5	3	112	-1	-10	-5	0.1
CC(=O)NC1C(OCc2cccc(Br)c2)OC(COC(C)=O)C(OC(C)=O)C1OC(C)=O (stereo not drawn)	-6	7	0.4	4	98	-2	2	12	-0.1
Cc1cc(C)c(NS(=O)(=O)c2c(C)noc2C)c(C)c1	3	6	-0.6	1	83	12	5	3	-0.1
O=C(O)c1ccc(O)c(N2C(=O)Nc3ccccc3N2O)c1	7	13	-3.4	17	98	2	9	6	-0.2
COC(=O)C1=C(C)N(C)C(=O)NC1c1c(OC)ccc2ccccc12 (stereo not drawn)	1	-2	0.9	-3	98	-3	1	0	0.1
O=[N+]([O-])c1ccc(C2CC(c3ccccc3)=Nc3ccccc3S2)cc1 (stereo not drawn)	6	7	1.2	18	96	4	-16	-2	-0.1
CC12CC3(C)CC(C)(C1)CC(NC(=O)N1CCCC1)(C2)C3	1	0	0.6	-8	88	3	17	3	0.0
O=C(CSc1cc(Cl)ccc1Cl)Nc1ccc(N2CCOCC2)cc1	-3	4	·	10	97	·	3	·	0.1
COc1ccc(NC(=O)CN(C)CC(=O)Nc2ccc(C)c(S(=O)(=O)N3CCCCC3)c2)cc1	6	-5	·	-16	106	·	-7	·	0.5
CC(=O)Nc1ccc(NS(=O)(=O)c2ccc3c(c2)oc(=O)n3C)cc1	5	3	-0.4	-1	96	1	3	0	0.0
C=CCc1ccc(OCCn2nnc3ccccc32)c(OC)c1	5	7	-1.6	2	99	3	27	4	0.1
COn1c(-c2ccc(Cl)cc2)nc2ncccc21	3	-4	0.3	-13	118	-5	-7	-1	-0.1
O=C(CCc1ccc(S(=O)(=O)N2CCOCC2)cc1)Nc1ccc2ccccc2c1	5	4	-0.7	7	97	10	-22	5	-0.1
C=CCSC1=C(C#N)C(c2ccccc2)CC(=O)N1 (stereo not drawn)	-5	-4	0.8	-2	101	-4	1	-8	0.3
Cc1ccc(Nc2nc(/N=C/N(C)C)n[nH]2)cc1C	2	6	-2.2	8	97	2	-3	4	0.0
CC(=O)c1cc2c(=O)c3ccccc3oc2nc1C	-3	-1	1.9	1	95	-7	7	4	-0.1
CCc1ccc(C2C(C#N)=C(N)C(C#N)(C#N)C3=CCC(C(C)(C)C)CC32)cc1 (stereo not drawn)	41*	41*	-5.6	28	85	-5	3	7	0.4
O=C(Cc1cccs1)NCCS(=O)(=O)N1CCN(c2cccc(Cl)c2)CC1	-4	-2	0.1	-1	109	-3	-1	-4	0.1
CC(C)C(=O)Nc1ccc(Br)cc1Cl	-3	4	3.8	-3	105	-2	4	-14	0.0
COc1ccc(CN2C(=O)c3cccnc3C2Nc2ccc(C)cc2)cc1 (stereo not drawn)	2	2	0.6	5	103	-5	-14	-3	0.1
Cc1ccc(C(=O)NNC(=O)c2ccc(SCC3CCCO3)c([N+](=O)[O-])c2)cc1 (stereo not drawn)	1	6	0.0	8	118	-3	4	1	0.0
CCN1C(=NCCOC)N[C@@H](c2cccc(F)c2)C(C(=O)OC)=C1C	8	3	-4.4	-10	95	-3	10	6	0.0

No enrichment for hits, and some 2.3% of all compounds hit somewhere here.
